# Source: PubChem
# K1F lysis inhibition: inhibition of K1F phage lysis, E. coli UTI89, bacterial capsule biogenesis inhibitors, alamar blue (AID 488966); E. coli UTI89 K1F phage lysis, alamar blue, 2 h; higher % means a stronger effect; hit rate 0.02% among 340,000; inhibition, % at 100 µM, or IC50 in µM where a hit was titrated;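 active means phage lysis inhibition, versus mean bacterial control, above a set limit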;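 further: capsule biogenesis inhibitors block K1F phage lysis so surviving cells raise fluorescence; higher fluorescence means more inhibition of phage lysis; actives were called in the ten point dose series up to 300 µM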
# GPR35 antagonists: inhibition of zaprinast-stimulated GPR35 beta-arrestin translocation – imaging, U2OS, beta-arrestin-GFP, zaprinast agonist, primary screen (AID 2058) | U2OS GPR35 beta-arrestin-GFP translocation imaging, zaprinast antagonism; higher % means a stronger effect | inhibition, % at 10 µM, or IC50 in µM where a hit was titrated | hit rate 0.052% among 290,000;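 active means inhibition of at least 50% with at least 30 cells and total cytoplasm GFP at most 10,000,000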
# GPR55 beta-arrestin: GPR55 agonists via beta-arrestin recruitment, primary screen, imaging, U2OS cells, beta-arrestin-GFP redistribution (AID 1961). one-dose activation, % at 10 µM; EC50 in µM for titrated hits. U2OS GPR55 beta-arrestin-GFP redistribution imaging; higher % means a stronger effect. hit rate 0.048% among 290,000;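 active means activation above 40% with more than 50 cells counted in the well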;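 further: U2OS osteosarcoma cells stably expressing GPR55 and beta-arrestin-GFP; plate controls were DMSO negative control for no effect and LPI positive control for full effect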
# GPR55 LPI antagonism: GPR55 antagonists blocking LPI-driven arrestin recruitment, primary screen, imaging, U2OS, beta-arrestin-GFP, LPI agonist (AID 2013) | U2OS GPR55 beta-arrestin-GFP translocation imaging, LPI antagonism; higher % means a stronger effect | inhibition, % at 10 µM, or IC50 in µM where a hit was titrated | hit rate 0.13% among 290,000;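 active means spots per cell inhibited over 60%, with over 100 cells counted and total cytoplasm intensity under 500,000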;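 further: U2OS cells stably carrying GPR55 and arrestin-GFP stimulated by 5 µM LPI near EC80; imaged beta-arrestin-GFP aggregate spots per cell after agonist stimulation; plate controls were LPI-stimulated DMSO wells for no effect and DMSO wells without LPI for full effect; some results filed as inactive read as strong as hits; confirmed hits need IC50 under 10 µM and bright autofluorescent wells are also inconclusive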
# NTR1 agonist: NTR1-driven beta-arrestin-GFP spot formation – imaging, U2OS cells, high content, primary screen (AID 493036); hit rate 0.17% among 330,000; activation, % at 20 µM; P30989; agonist mode;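 active means activation at or above 40% of the spot to cytoplasm intensity ratio, with at least 20 cells analyzed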;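 further: 0% = DMSO without peptide and 100% = 100 nM NTR1 peptide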
# Target sequence (P30989 whole entry, looked up): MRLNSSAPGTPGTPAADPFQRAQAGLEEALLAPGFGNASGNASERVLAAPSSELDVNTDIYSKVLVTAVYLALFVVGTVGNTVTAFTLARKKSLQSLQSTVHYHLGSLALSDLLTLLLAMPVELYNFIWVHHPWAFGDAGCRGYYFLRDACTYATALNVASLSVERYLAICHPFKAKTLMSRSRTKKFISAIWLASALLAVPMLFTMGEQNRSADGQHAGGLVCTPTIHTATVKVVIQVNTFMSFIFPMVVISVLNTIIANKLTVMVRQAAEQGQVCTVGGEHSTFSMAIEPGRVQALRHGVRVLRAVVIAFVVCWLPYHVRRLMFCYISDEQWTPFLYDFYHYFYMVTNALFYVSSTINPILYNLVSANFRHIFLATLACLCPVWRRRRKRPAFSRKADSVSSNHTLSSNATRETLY
# KOR beta-arrestin-1: KOR antagonists, beta-arrestin recruitment, cell-based, luminescence, uHTS (AID 1778); KOR beta-arrestin recruitment, luminescence, antagonist mode; higher % means a stronger effect; one-dose inhibition, % at 10 µM; IC50 in µM for titrated hits; hit rate 0.091% among 290,000; in the data active means inhibition above about 50%; further: strong numbers were not always called active
# KOR beta-arrestin-2: KOR agonists, beta-arrestin recruitment, primary screen, cell-based, luminescence, uHTS (AID 1777); KOR beta-arrestin recruitment, luminescence; higher % means a stronger effect; one-dose activation, % at 10 µM; EC50 in µM for titrated hits; hit rate 0.02% among 280,000; in the data active means activation above about 50%, passing the limit was not always enough; further: a part of the inactive calls stands beside numbers as strong as those of hits
# NOD1 NF-kB reporter: NOD1 signaling inhibitors, primary screen, cell-based, luminescence, uHTS (AID 1578). hit rate 1% among 290,000. NOD1-driven NF-kB luciferase reporter cells, luminescence; higher % means a stronger effect. inhibition, % at 4 µM; hits with a dose series show EC50 in µM; in the data active means inhibition mostly above about 36%, no sharp cut-off; inactive means mostly below about 34%;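 further: HEK-293T reporter cells stimulated with the NOD1 agonist gamma-tri-DAP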
# Rac1 GTP hydrolysis: MgcRacGAP GTPase-activating activity inhibitors, confirmation, biochemical, ADP Hunter fluorescence. MgcRacGAP-stimulated Rac1 GTP hydrolysis, ADP Hunter fluorescence; higher % means a stronger effect; GST-tagged Rac1 F28L mutant substrate. one-dose inhibition, % at 30 µM; IC50 in µM for titrated hits. hit rate 0.6% among 340,000. AID 624330;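 active means first-screen hits whose inhibition reached a set limit at any dose in the follow-up dose series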;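 further: fluorescence reports GDP produced by GAP-driven GTP hydrolysis; strong numbers were not always called active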
# NTR1 agonist cell count 20 µM: recorded beside NTR1 agonist, whose call it bears; cell count; measured here: cell count, cytotoxicity flag
# * hit, by the source's call; / = no result given; [ ] = remark or other dose.
SMILES,K1F lysis inhibition,GPR35 antagonists,GPR55 beta-arrestin,GPR55 LPI antagonism,NTR1 agonist,NTR1 agonist cell count 20 µM,KOR beta-arrestin-1,KOR beta-arrestin-2,NOD1 NF-kB reporter,Rac1 GTP hydrolysis
CCc1cccc2c1NC(=O)C2(O)CC(=O)c1cccs1 (stereo not given),0.2%,7%,-0.1%,-4%,-0.9,93,-22%[20 µM],-8.7%,-11%,11%
Cc1cc(C)c2nc3s/c(=C/c4ccc5c(c4)n(C)c(=O)n5C)c(=O)n3c2c1,/,11%,-0.1%,3%,/,/,-29%,-3.6%,-23%,/
CC1CCN(Cc2nc(-c3ccc(Cl)cc3)no2)CC1,0.6%,9%,-0.4%,-5%,2.2,51,9%,-1.0%,-11%,5%
CCOC(=O)C1CCCN(C(=O)c2cc(=O)c3ccccc3o2)C1 (stereo not given),0.1%,0%,0.2%,3%,-2.9,80,-43%,-3.3%,9%,4%
CNC(=S)N(CCCN(C)C)Cc1cc2cc3c(cc2[nH]c1=O)OCCO3,-0.6%,0%,-0.2%,6%,-0.9,46,-38%[20 µM],-5.9%,-39%,10%
COc1ccc(NS(=O)(=O)c2ccc(Cl)c(N)c2)cc1Br,-1.6%,-13%,-0.4%,5%,0.7,41,-23%,0.2%,9%,-15%
COc1ccc(CCNC(=O)c2noc3c2CCCC3)cc1OC,-1.2%,3%,-0.1%,2%,-0.6,65,-13%,0.5%,-7%,1%
O=C(Nc1ccc(S(=O)(=O)N2CCCC2)cc1)C1CCCN1C(=O)c1cccs1 (stereo not given),0.3%,-4%,0.1%,-4%,4.4,26,-15%,4.8%,8%,1%
Cc1onc(-c2ccccc2)c1C(=O)n1cccn1,2.1%,7%,-0.2%,7%,-2.2,83,-21%,-3.6%,3%,0%
Cc1ccc(Nc2nc3nonc3[nH]c2=O)cc1,-0.2%,18%,0.2%,17%,-1.9,77,21%,-4.8%,-33%,-3%
CC1CCCC(NC(=S)Nc2ccc(SC(F)F)cc2)C1C (stereo not given),-0.5%,18%,-0.1%,-2%,12,57,3%,-1.1%,66%,5%
COc1cc(CN2CCNC(=O)C2CC(=O)N(C)CCC2CCOCC2)cc(OC)c1 (stereo not given),0.1%,0%,0.2%,-9%,0.8,54,-57%,6.0%,20%,4%
COc1ccc(CN(CC2CCC(C(=O)O)CC2)C(=S)Nc2cc(C)cc(C)c2)cc1 (stereo not given),-0.5%,-3%,-0.7%,-10%,0.5,44,-39%,-1.5%,12%,-23%
CCCCC(=O)NC(NC(=O)CCCC)c1ccc(OCC(C)C)c(OC)c1,-0.1%,2%,-0.3%,4%,0.4,46,-6%,-1.4%,-6%,7%
CSCC[C@H](NC(=O)CCCn1nnc2ccccc2c1=O)C(=O)O,0.3%[50 µM],9%,-0.2%,-3%,1.5,63,8%,4.5%,-10%,5%

# Among those listed so far, 3 contain a halogen.
SMILES,K1F lysis inhibition,GPR35 antagonists,GPR55 beta-arrestin,GPR55 LPI antagonism,NTR1 agonist,NTR1 agonist cell count 20 µM,KOR beta-arrestin-1,KOR beta-arrestin-2,NOD1 NF-kB reporter,Rac1 GTP hydrolysis
CC1CCN(Cc2nc(-c3ccc(Cl)cc3)no2)CC1,0.6%,9%,-0.4%,-5%,2.2,51,9%,-1.0%,-11%,5%
COc1ccc(NS(=O)(=O)c2ccc(Cl)c(N)c2)cc1Br,-1.6%,-13%,-0.4%,5%,0.7,41,-23%,0.2%,9%,-15%
CC1CCCC(NC(=S)Nc2ccc(SC(F)F)cc2)C1C (stereo not given),-0.5%,18%,-0.1%,-2%,12,57,3%,-1.1%,66%,5%

# The listing continues:
SMILES,K1F lysis inhibition,GPR35 antagonists,GPR55 beta-arrestin,GPR55 LPI antagonism,NTR1 agonist,NTR1 agonist cell count 20 µM,KOR beta-arrestin-1,KOR beta-arrestin-2,NOD1 NF-kB reporter,Rac1 GTP hydrolysis
O=C(CCCCC(=O)NCCCc1ccccc1)NCCCc1ccccc1,-0.6%,3%,-0.4%,-13%,0.8,59,-55%[20 µM],-4.4%,-23%,2%
COc1cc(C(=O)Nc2ccc(S(=O)(=O)N3CCOCC3)cc2)c([N+](=O)[O-])cc1OC,-0.9%,10%,0.3%,1%,-1.1,47,0%,-5.8%,-28%,3%
Cc1ccc(NC(=O)c2ccc3c(c2)C(=O)N(c2cc(C)ccc2C)C3=O)nc1,-0.2%[50 µM],-5%,-0.1%,9%,6.9,52,2%,-0.3%,-51%,1%
Cc1ccc(-n2c(C)nc3c(cnn3-c3ccc(F)cc3)c2=O)cc1,1.5%,-2%,-0.1%,-2%,0.3,37,-6%,-0.4%,37%,8%
C/C(=N\NC(=O)c1ccc(O)cc1)c1ccc2c(c1)Nc1ccccc1S2,7.2%,-8%,-0.1%,3%,17,78,19%,2.5%,-35%,35µM*
Cc1cccc(-n2ncc3c2CCCC3NC(=O)CCN2CCCO2)c1C (stereo not given),0.6%,-6%,0.3%,4%,1.0,53,-20%,6.7%,10%,7%
Cc1ccc(NC(=O)COCC(=O)Nc2ccc(F)cc2)cc1,-1.6%,13%,0.4%,0%,0.0,54,11%,0.5%,8%,-13%
CCSC1(SCC)N=C(N)C2(C#N)C(c3ccc(F)cc3)C12C#N (stereo not given),-0.6%,-3%,1.9µM*,-3%,33,47,25%,-1.2%,/,16%
CC(=O)c1c(C(C)=O)c(C)n(-c2ccc(C)c(NC(=O)c3ccccc3Cl)c2)c1C,0.1%,12%,0.3%,-10%,0.5,72,-7%,11%,10%,3%
Cc1cc(-c2csc(Nc3ccccn3)n2)ccc1F,-0.2%,-6%,-0.1%,2%,17,67,-10%,-1.6%,-91%,17%
CC1CN(C(=O)c2ccccc2Oc2ccccc2)CC(C)O1 (stereo not given),0.3%,1%,-0.1%,4%,-1.3,93,-27%[20 µM],-2.6%,-34%,6%
COc1ccccc1C(=O)N/C(=C\c1cn(C)c2ccccc12)C(=O)N1CCCC1,0.1%,-5%,0.2%,5%,1.1,59,28%,0.5%,-10%,7%
CCN(CC)C(=O)C(=O)Nc1ccc(Oc2ccccc2)cc1,2.7%,16%,-0.1%,3%,-1.3,36,-1%[20 µM],-5.7%,2%,3%
NS(=O)(=O)c1ccc(NC(=S)N2CCc3ccccc32)cc1,-0.1%,5%,-0.1%,-16%,0.2,74,5%,5.9%,6%,4%
CC(C)N(Cc1nc(-c2ccccc2)no1)C(=O)C(Cl)(Cl)Cl,0.4%,-8%,-0.1%,-3%,3.6,76,-30%[20 µM],-2.4%,-9%,4%
Cc1cccc(NS(=O)(=O)c2cccc(C(=O)Nc3cccc(C(=O)O)c3)c2)c1,1.2%,0%,-0.1%,2%,-0.4,56,-41%[20 µM],9.0%,-24%,6%
CN(C)c1ccc(CNC(=O)CCNS(=O)(=O)c2cc(Br)cnc2N)cc1,0.5%,5%,-0.2%,-1%,-1.3,60,3%,-0.7%,25%,7%
O=C(NCCN1CCN(c2ccccc2)CC1)C1CCN(S(=O)(=O)c2cccc3nsnc23)CC1,0.2%,-12%,0.0%,7%,-0.2,27,9%,-0.2%,-17%,2%
S=C1NC2(CCCCCC2)N=C1c1ccccc1,-0.6%[50 µM],6%,-0.3%,4%,2.2,71,15%,-3.5%,-24%,18%
O=C(Nc1ccc(Cc2ccncc2)cc1)c1ccc(Br)o1,0.4%,-4%,-0.2%,8%,-0.6,86,-2%,-3.1%,-36%,0%
Cc1ccc(S(=O)(=O)CCC(=O)N2CCN(c3ccc([N+](=O)[O-])cc3)CC2)cc1,-0.3%,-6%,-0.2%,-7%,1.3,61,-44%,5.6%,-4%,12%
Nc1ccc2nn(-c3ccc(Cl)cc3)nc2c1,0.0%,1%,0.0%,-11%,-0.3,56,-22%,2.0%,-3%,6%
Cc1cc(NS(=O)(=O)c2ccc(NC(=O)c3ccc(Cl)cc3Cl)cc2)no1,-0.3%,8%,/,-8%,1.0,44,-6%,-3.0%,6%,-4%
Cc1ccc(NC(=O)CCC(=O)NNC(=O)COc2ccc([N+](=O)[O-])cc2)c(C)c1,1.2%[50 µM],-2%,-0.1%,11%,-0.6,61,15%,-2.9%,-22%,0%
O=C(NCc1ccco1)C1CCC(N2C(=O)C3C4CCC(C4)C3C2=O)CC1 (stereo not given),-0.9%,-2%,-0.1%,7%,1.1,88,-48%[20 µM],0.9%,22%,-1%
N/C(COc1ccc(Cl)cc1)=N\NS(=O)(=O)c1ccccc1,0.5%,1%,-0.3%,24%,-0.1,89,-4%,-0.9%,-14%,4%
Cc1cc(C)c2nc(NNC(=O)c3cc(-c4cccs4)nc4ccccc34)sc2c1,0.1%,-15%,-0.3%,6%,11,90,-1%,-0.5%,-29%,5%
Cc1ccc(S(=O)(=O)N2CCCC2C(=O)Nn2cnnc2)cc1 (stereo not given),6.1%,10%,-0.1%,8%,-0.7,50,14%,-1.4%,-16%,1%
CCOC(=O)c1sc(NC(=O)CSc2nccc(C)n2)nc1C,0.3%,4%,-0.1%,8%,-1.8,103,2%[20 µM],-2.4%,-14%,9%
CCc1nnc(NC(=O)Cc2c[nH]c3ccccc23)s1,-0.1%,-2%,-0.2%,-3%,1.2,53,-5%,-6.7%,-30%,6%
CC1CCC(NC(=O)CN2CCC(n3nnc4cc(F)ccc43)CC2)CC1 (stereo not given),0.5%,12%,0.2%,-4%,-2.4,74,-10%,-1.6%,-14%,0%
COC(=O)C1=C(C)N=C2SC(C#N)=C(N)N2C1c1cc(OC)c(OC)c(OC)c1 (stereo not given),0.4%,6%,-0.1%,31%,-0.8,38,10%,-0.5%,-11%,14%
COc1ccc(CCN2CCCn3c2nc2c3c(=O)n(Cc3ccccc3F)c(=O)n2C)cc1OC,0.3%,-1%,-0.2%,7%,5.4,80,2%,-0.8%,18%,5%
Cc1cc(C(=O)COc2ccccc2Cl)c(C)n1-c1ccc2c(c1)OCO2,1.3%[50 µM],4%,1.0%,16%,-0.6,56,/,11%,-45%,12%

# Molecules above that have an aryl thioether with sulfur outside any ring:
SMILES,K1F lysis inhibition,GPR35 antagonists,GPR55 beta-arrestin,GPR55 LPI antagonism,NTR1 agonist,NTR1 agonist cell count 20 µM,KOR beta-arrestin-1,KOR beta-arrestin-2,NOD1 NF-kB reporter,Rac1 GTP hydrolysis
CC1CCCC(NC(=S)Nc2ccc(SC(F)F)cc2)C1C (stereo not given),-0.5%,18%,-0.1%,-2%,12,57,3%,-1.1%,66%,5%
CCOC(=O)c1sc(NC(=O)CSc2nccc(C)n2)nc1C,0.3%,4%,-0.1%,8%,-1.8,103,2%[20 µM],-2.4%,-14%,9%

# A portion of the library, so the mix of outcomes need not match the whole.
